Growth percent in the NCI-60 one-dose screen (48 h, 10 µM unless noted): 100 = growth as untreated, 0 = no growth, -100 = all killed.
IGROV1 = IGROV1 ovarian cancer. actives 4.7% (n = 79,000)
RXF 393 = RXF 393 renal cancer cells; actives 6.9% (n = 77,000); AID 1794773
SK-OV-3 = SK-OV-3 ovarian cancer cells; AID 1794785; actives 3.2% (n = 80,000)
ACHN = ACHN renal cancer; actives 4.9% (n = 81,000); AID 1794771
786-0 = 786-0 renal cancer cells; actives 5.1% (n = 81,000)
SN12C = SN12C renal cancer cells | actives 3.8% (n = 81,000) | AID 1794767
TK-10 = TK-10 renal cancer cells; actives 3.9% (n = 81,000)
UO-31 = UO-31 renal cancer; actives 5.2% (n = 81,000)
* = called active by the depositor; x = no result given; [ ] = dose if it differs, or a comment. Rule for the calls: active = growth percent below 10; inactive = the rest.

SMILES	IGROV1	RXF 393	SK-OV-3	ACHN	786-0	SN12C	TK-10	UO-31
COC(=O)[C@@H](N)CCCCNC(=O)[C@]12CCC(C)(C)C[C@H]1C1=CC[C@@H]3[C@@]4(C)CCC(=O)C(C)(C)[C@@H]4CC[C@@]3(C)[C@]1(C)CC2	106	111	111	103	94	99	92	96
CC(=O)NCCCS(=O)(=O)O	108	x	103	98	100	88	102	84
CSCCC(NC(=O)C(Cl)Cl)C(=O)O (centres undefined)	105	97	86	101	101	98	94	96
Nc1ccccc1-c1nn2c(CCC(=O)c3nc4ccc([N+](=O)[O-])cc4[nH]3)nnc2s1	86	121	76	101	112	104	138	67
CCCCc1nc(Cl)c(C2CC(c3ccc(S(N)(=O)=O)cc3)=NN2c2cc(Cl)cc(Cl)c2)[nH]1 (centres undefined)	66	48	70	60	54	49	85	58
CCOc1ccc(C)cc1N	113	121	106	109	102	100	105	98
CCOC(=O)C(=Cc1ccc(-c2ccccc2)cc1)C(=O)OCC	50	43	96	34	43	67	66	55
Cc1nn(-c2ccccc2)cc1/C=C1\SC(=S)N(CC(=O)O)C1=O	111	122	109	108	104	106	104	91
Nc1cc(OCc2ccccc2)ccc1OCc1ccccc1	128	121	105	106	106	106	105	95
Nc1c(C(=O)c2ccc(Cl)cc2)oc2nc(-c3cnccn3)cc(-c3cccs3)c12	102	102	117	105	79	99	124	91
OCc1cnccc1NCc1ccccc1	107	109	102	107	105	106	96	98
Clc1ccc(-n2ncc3c(Cl)nc(Cl)nc32)cc1	96	88	99	99	103	94	125	88
CCNC=O	121	113	104	110	108	108	123	91
COc1cc(-c2nc3ccccc3s2)cc(CN2CCN(c3ccccc3)CC2)c1O	78	92	86	94	81	92	124	54
COc1cc(CN2CCO[C@H](COc3cccc(F)c3)C2)ccc1Cl	67	79	35	54	52	29	47	46
CNC(=O)c1c(C)oc2cc(Oc3ncnc4cc(OC)c(OC)cc34)ccc12	95	66	92	104	102	107	99	66
C=C1CC[C@@H]2[C@]3(C)COC(c4cn(-c5ccccc5)nc4-c4cccc([N+](=O)[O-])c4)O[C@@H]3CC[C@@]2(C)[C@@H]1C/C=C1/C(=O)OC[C@H]1O (some centres undefined)	-25*	-84*	93	-74*	-36*	3.7*	37	12
NC1=C(Br)C(=O)c2ncccc2C1=O	-5.9*	13	35	-7.8*	11	-85*	79	-97*
CCOC(=O)c1c(C)c2c(n1C)CSc1cc(S(=O)(=O)c3ccccc3)c(=O)[nH]c1-2	31[100 µM]	44[100 µM]	27[100 µM]	26[100 µM]	31[100 µM]	25[100 µM]	25[100 µM]	23[100 µM]
CCOC(C(=O)N(C)CCN(C)CCc1ccccc1)(c1ccccc1)c1ccccc1	x	94	101	91	82	97	114	40
O=C(Oc1c(Cl)cc(Cl)cc1[N+](=O)[O-])c1ccc(Cl)cc1	111	91	113	109	98	101	119	65
COc1ccc(C2CC(c3cccc(Nc4ccnc5cc(Cl)ccc45)c3)=NN2C=O)cc1 (centres undefined)	33	-5.6*	19	45	35	38	41	23
COc1c(O[C@@H]2OC(C)[C@@H](O)[C@H](O)C2O)cc2oc3cc(O)c(CC=C(C)C)c(O)c3c(=O)c2c1CC=C(C)C (some centres undefined)	77	74	94	76	89	81	106	83
COc1ccc(C2SCC(=O)N2CCc2cccs2)cc1 (centres undefined)	81	131	109	115	104	132	91	86
C=CCOC(=O)c1ccc(OC)cc1	111	97	91	106	96	99	93	92
C#Cc1ccccc1N1C(=O)C=CC1=O	112	103	97	114	101	103	105	95
c1csc([C@@H]2C[C@@H]3Cc4ccc5ccccc5c4N2O3)c1	105	104	102	107	98	94	89	70
O/N=C\c1cc(-c2ccc(F)cc2)on1	110	108	93	113	98	99	113	98
COC(=O)CCCNc1c(-c2c(O)c(O)cc3c(O)c(-c4c(C)cc5c(-c6nc7ccccn7c6NCCCC(=O)OC)c(O)c(O)cc5c4O)c(C)cc23)nc2ccccn12	35	33	51	79	68	22	64	58
O=C(CN1CCCCC1)Nc1ccc(-c2nc3ccccc3s2)cc1	110	87	95	105	86	94	115	93
O=C1NC(=O)C(=NC2C(=O)NC(=O)NC2=O)C(=O)N1	97	x	103	96	102	111	100	92
O=C1C(SCc2ccc(F)cc2)=C(Cl)CN1c1ccccc1	101	103	121	94	104	98	135	18
N#CSCCSC#N	111	114	110	114	x	103	110	x
CN1C(=O)N(C)C2C1NN=c1s/c(=C\C(=O)O)c(=O)n12 (centres undefined)	105	x	111	103	98	103	93	92
O=C1CC(c2ccc3c(c2)OCO3)c2snc(-c3cccc(F)c3)c2N1 (centres undefined)	93	90	102	97	98	100	97	84
CC(=O)c1ccccc1Nc1ccnc2cc(Cl)ccc12	107	115	91	88	113	114	137	75
Cc1ccc(C(=O)O)c(=O)[nH]1	99	119	97	113	103	103	93	81
N/C(=N\C(N)=N\c1nc2ccccc2s1)c1cccc(C(F)(F)F)c1	81	107	113	88	106	95	149	91
Clc1ccc2nc(Nc3cccc(Cc4ccccc4)c3)[nH]c2c1	x	90	95	97	101	91	112	65
CC(=O)C1SCC[S+]1C (centres undefined)	117	103	105	112	107	106	104	82
CCOC(=O)c1cnc2ccc(Br)cc2c1Nc1cccc(S(N)(=O)=O)c1	100	91	105	96	105	97	105	81
C=CCOc1ccccc1[C@@H](C(=O)Nc1cccc([N+](=O)[O-])c1)N(C(=O)CCc1c[nH]c2ccccc12)c1ccc(C)cc1	93	86	95	88	96	90	116	62
O=NN(CCCl)C(=O)Nc1ccc(S(=O)(=O)c2ccc(NC(=O)N(CCCl)N=O)cc2)cc1	83	102	94	99	99	101	115	78
CC1CC(C)(C)OC(c2ccco2)O1 (centres undefined)	106	108	101	99	105	107	118	94
Nc1nc(Cl)c2c(ncn2Cc2ccc(CCl)cc2)n1	77	x	103	83	103	93	79	70
CO/N=C(/C(=O)NC1C(=O)N2C(C(=O)O)=C(C[N+]3(C)CCCC3)CSC12)c1csc(N)n1 (centres undefined)	114	108	109	99	103	106	112	85
COc1ccc(/C=C2/N=C3N(N=C(c4cccs4)N3c3ccccc3)C2=O)cc1	94	113	84	94	104	98	151	71
COc1cc(NC(C)CCCN)c2ncccc2c1Sc1ccc(Cl)cc1 (centres undefined)	39	58	95	75	64	65	79	40
Cc1cc(C)c2c(/C=N\Nc3nc(-c4ccc(Cl)cc4Cl)cs3)cc(=O)oc2c1	110	108	107	119	94	104	81	82
O=C(NNc1nc2cc(F)cc(F)c2n2cccc12)c1cccnn1	13	22	-1.5*	10	14	18	42	15

Among those listed so far, these have a COOH group:
SMILES	IGROV1	RXF 393	SK-OV-3	ACHN	786-0	SN12C	TK-10	UO-31
CSCCC(NC(=O)C(Cl)Cl)C(=O)O (centres undefined)	105	97	86	101	101	98	94	96
Cc1nn(-c2ccccc2)cc1/C=C1\SC(=S)N(CC(=O)O)C1=O	111	122	109	108	104	106	104	91
CN1C(=O)N(C)C2C1NN=c1s/c(=C\C(=O)O)c(=O)n12 (centres undefined)	105	x	111	103	98	103	93	92
Cc1ccc(C(=O)O)c(=O)[nH]1	99	119	97	113	103	103	93	81
CO/N=C(/C(=O)NC1C(=O)N2C(C(=O)O)=C(C[N+]3(C)CCCC3)CSC12)c1csc(N)n1 (centres undefined)	114	108	109	99	103	106	112	85

(continued)
SMILES	IGROV1	RXF 393	SK-OV-3	ACHN	786-0	SN12C	TK-10	UO-31
CC(=O)c1c(NS(=O)(=O)c2ccc(N)cc2)c(-c2ccccc2)n(C)c1C	56	x	102	101	91	97	116	76
O=C(O)c1cccc(O)c1C(=O)O	107	110	106	104	90	102	87	86
O=C(Cn1c(/C=C/c2ccc3c(c2)OCO3)nc2ccccc2c1=O)Nc1ccc(Cl)cc1	116	130	98	106	102	107	110	95
COc1cc2c(c(OC)c1OC)C(=O)CC(c1cccc(NC(=O)c3cc(NC(=O)[C@H](C)NC(=O)OC(C)(C)C)ccc3Cl)c1)O2 (some centres undefined)	58	94	92	60	77	58	94	39
Cn1c2ccccc2c2c3c(=O)[nH]c(N)nc3c3c4ccccc4n(CCCCCC#N)c3c21	87	33	83	63	58	95	94	73
CC1(C)[C@@H]2C[C@@]34CCCN3C(=O)[C@]2(C[C@@]12Nc1ccccc1C2=O)NC4=O	98	109	84	96	106	95	x	98
Cc1c(Cl)cccc1N=Cc1ccc2c(c1)OCO2	118	121	99	115	114	106	115	87
Cn1cc(/C=C2\SC(=S)N(CCCC(=O)N3CCOCC3)C2=O)c2ccccc21	78	112	85	93	112	92	125	76
CC(=O)Cc1nsc(NC(=O)c2cc(-c3cc(Cl)cc(Cl)c3)oc2C)n1	102	105	99	105	98	99	130	81
CCOC(=O)c1ccc(O)c(O)c1	84	131	106	125	102	98	103	62

Quoted from the listing:
O=C(O)c1cccc(O)c1C(=O)O in IGROV1 reads 107
Nc1nc(Cl)c2c(ncn2Cc2ccc(CCl)cc2)n1 in SK-OV-3 reads 103

(continued)
SMILES	IGROV1	RXF 393	SK-OV-3	ACHN	786-0	SN12C	TK-10	UO-31
Cc1ccc(S(=O)(=O)OCCC#N)cc1	117	118	114	112	102	101	105	97
COc1cc(N2c3ccccc3C(=O)OC23OC(=O)c2ccccc23)cc(OC)c1OC (centres undefined)	90	104	116	92	97	98	105	81
COc1ccc(C(C)=C(c2ccc(OCCN3CCCC3)cc2)c2ccc(OCCN3CCCC3)cc2)cc1	118	97	112	108	104	102	104	98
O=c1c2ccccc2nc(-c2ccccc2)n1/N=C/c1ccc2ccccc2c1	56	81	69	42	53	53	73	58
NC(N)=N/N=C\c1ccc(O)c(O)c1	113	116	103	105	105	93	107	88
C/C=C/c1cc2c(c(=O)o1)C(=O)[C@@H](O)[C@H](C)O2	-47*	53	109	26	78	98	5.8*	0.1*
CNC(=O)OCc1nc(SC)n(C)c1COC(=O)NC	112	109	117	105	104	104	106	92
CC1=CC(=O)CC(C)(C)[C@@]1(O)/C=C/C(C)=C\C(=O)O	-12*	-64*	-22*	-7.2*	-43*	-15*	-26*	-32*
C=CCOC(=O)C1=C(C)NC2=C(C(=O)CCC2)C1c1ccc(F)cc1 (centres undefined)	99	111	87	90	100	92	111	76
CC(C)N(CCOC(=O)c1cc(I)cc(-c2ccccc2)c1O)C(C)C	110	116	102	108	94	99	94	83
COc1c2c(c(CCC(=O)O)c3c1C=CC(C)(C)O3)OC(C)(C)C=C2	109	102	100	106	x	104	102	87
O=C(O)CCNC(=O)c1nc(-c2ccccc2)n(-c2ccc(F)cc2)n1	107	x	114	102	97	106	103	91
S=C1NCCOc2ccccc21	113	103	108	114	96	106	109	84
FC(F)(F)C1=NN=C(c2ccc(Cl)cc2)/C1=C/c1ccco1	96	101	102	101	99	96	99	78
O=C(/C=C/C(=O)Nc1ccc(-n2nnc3cc(Cl)c(Cl)cc32)cc1)Nc1ccc(N2N=NC3C=C(Cl)C(Cl)=CC32)cc1 (centres undefined)	103	110	87	96	96	86	138	71
COc1ccc2c3c1O[C@H]1C[C@@H](O)C=C[C@@]31CCN(C)C2	108	120	105	101	105	103	105	80
Cc1cccc(NC(=O)c2c(N)c3cc4c(nc3n2C)CCCC4)c1C	64	90	84	x	79	84	93	76
Cc1ccc2[nH]c(=O)cc(-n3nc(C#N)c(C#N)c3N)c2c1	88	104	78	95	90	100	91	76
O=C(N/N=C/[C@H](O)[C@@H](O)[C@@H](O)[C@H](O)CO)c1ccc(NC(=O)c2cccnc2)cc1	110	121	108	103	113	99	106	93
O=C(/C=C/c1ccco1)Nc1ncc(Cc2cccc(C(F)(F)F)c2)s1	4.5*	-8.6*	17	12	13	21	34	12
OCc1ccccc1O[C@@H]1O[C@H](CO)[C@@H](O)[C@H](O)[C@H]1O	104	x	98	108	105	117	117	84
O=C(Nc1ccccc1)[C@H](O)[C@@H](O)C(=O)Nc1ccccc1	111	109	113	106	106	100	99	89
CC(=O)NC(Cc1cnc[nH]1)C(=O)O (centres undefined)	x	108	101	99	107	102	105	x
O=c1[nH]c(NCc2nnnn2-c2ccc(Br)cc2)nc2sc3c(c12)CCCC3	104	103	91	99	88	98	98	78
Cc1cc(Cl)ccc1NC(=O)N1c2ccccc2SC12CCCC2	79	109	100	85	103	90	132	67
COc1cc(C(=O)Nc2cc(O)c(CC=C(C)C)c(O)c2)cc2c1O[C@]1(C)CC[C@@H](O)C(C)(C)[C@H]1C2	61	-19*	16	26	-12*	65	33	-1.4*
C[C@]12C/C(=C/O)C(=O)C[C@@H]1CC[C@@H]1[C@@H]2CC[C@]2(C)OC(=O)/C(=C\O)C[C@@H]12	97	105	93	96	103	92	112	84
CN(C)CCC(=O)c1c[nH]c2ccccc12	106	126	97	105	99	104	103	77
CC(=O)OCC1OC(n2ccc(=O)[nH]c2=O)C(OC(C)=O)C1OC(C)=O (centres undefined)	98	98	108	90	100	98	93	88
COc1cccc(-c2cc(-c3ccccc3)c(C#N)c(=O)[nH]2)c1	101	102	106	102	97	100	112	91
CS(=O)(=O)N1CCN(c2ncc([N+](=O)[O-])c(N3CCN(S(C)(=O)=O)CC3)n2)CC1	104	97	93	106	101	99	98	93
Nc1cccc2cccc(S(=O)(=O)O)c12	110	105	102	98	110	101	115	80

Reformatted with bars between the fields: entries from further up
SMILES | IGROV1 | RXF 393 | SK-OV-3 | ACHN | 786-0 | SN12C | TK-10 | UO-31
CS(=O)(=O)N1CCN(c2ncc([N+](=O)[O-])c(N3CCN(S(C)(=O)=O)CC3)n2)CC1 | 104 | 97 | 93 | 106 | 101 | 99 | 98 | 93
O=c1[nH]c(NCc2nnnn2-c2ccc(Br)cc2)nc2sc3c(c12)CCCC3 | 104 | 103 | 91 | 99 | 88 | 98 | 98 | 78
CN(C)CCC(=O)c1c[nH]c2ccccc12 | 106 | 126 | 97 | 105 | 99 | 104 | 103 | 77
COc1cc(C(=O)Nc2cc(O)c(CC=C(C)C)c(O)c2)cc2c1O[C@]1(C)CC[C@@H](O)C(C)(C)[C@H]1C2 | 61 | -19* | 16 | 26 | -12* | 65 | 33 | -1.4*
